From PubChem
GAA glycogen mod: GAA glycogen-cleavage inhibition or activation | recombinant GAA, glycogen substrate, Amplex Red glucose oxidase fluorescence | Potency, µM (highest dose often 76.4 µM), for inactives: top-dose activity change, negative = inhibition, most hits filed as inhibitors | 300,000 tested, 0.38% active | AID 2100; active = well fitted inhibition curve with a large enough effect; inconclusive = small, poorly fitted or top-dose-only effect, or another doubt; inactive = no such curve, though single readings can be large or run the other way;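 also: 0% = full enzyme reaction and -100% = no-enzyme basal signal; the screen sought inhibitors and activators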
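Recombinant human alpha-glucosidase (4 nM final) hydrolysed bovine liver glycogen (30 ug) for 40 min at 37 C in pH 5.0 citrate/phosphate with 0.01% Tween-20. Released glucose detected by glucose oxidase/Amplex Red, Ex 573/Em 610 nm. Compounds up to 77 uM; AC50 from Hill fits.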
* marks the source's active call; other numbers are inactive results; ? = inconclusive; & = joins results of further samples; [ ] = dose if it differs, or a comment. Potency is read from the fitted curve at half-maximal effect. A portion of the library (hit frequency here may not be typical).

SMILES	GAA glycogen mod
O=C(NCc1ccco1)C1CCCN1C(=O)Nc1ccccc1[N+](=O)[O-] (stereo not given)	10%
COc1ccc2c(c1)c(CC(=O)OCC(=O)N(C)C)c(C)n2C(=O)c1ccc(Cl)cc1	1%
COc1ccccc1NC(=O)c1sc2nc(C)c(C(=O)Nc3ccc(C)cc3C)c(-c3ccc(C)o3)c2c1N	-1%[76.3 µM]
O=C(NNS(=O)(=O)c1ccccc1F)c1ccccc1-n1cccc1	-8%[76.3 µM]
CCOc1ccc(N(CC(=O)NC2CCC(C)CC2)S(=O)(=O)c2c(C)noc2C)cc1 (stereo not given)	-4%[76.3 µM]
Cc1ccc(Nc2cc(C(=O)NC3CCCC3)c3ccccc3n2)c(C)c1	-1%[76.3 µM]
Cc1ccccc1NC(=O)c1cc2sccc2n1Cc1ccc(F)cc1	11%[76.3 µM]
O=S(=O)(NC1CCCCC1)c1ccc(Br)s1	1%[76.3 µM]
CCc1ccccc1NC(=O)CSc1n[nH]c(-c2cccnc2)n1	-9%
CS(=O)(=O)N(Cc1ccccc1Cl)c1ccc(C(=O)N2CCCC2)cc1	0%[76.3 µM]
COc1ccc(CCNC(=O)c2cc3c(=O)n4ccccc4nc3n(C3CCCCC3)c2=N)cc1	-14%[76.3 µM]
COc1ccc(N2C(=O)N3[C@H](c4ccc(Cl)cc4)[C@@H]4C(=O)N(C5CCCCC5)C(=O)[C@@H]4[C@]3(Cc3ccc(Cl)cc3)C2=O)cc1	16%[76.3 µM]
O=C(O)c1cc(Cl)c(Cl)cc1C(=O)N(Cc1ccccc1)Cc1ccccc1	15%[76.3 µM]
COc1ccccc1N1CCN(Cc2cc(=O)c(OCC(=O)NC(C)C)co2)CC1	-10%[76.3 µM]
COc1ccc(NC(C)=O)cc1NC(=O)CSc1nnc(C2CCCCC2)n1N	1%[76.3 µM]
CCOC(=O)c1ccc(N2C(=O)c3n[nH]c(-c4cccs4)c3C2c2ccc(CC)cc2)cc1 (stereo not given)	-14%[76.3 µM]
CCc1ccc(S(=O)(=O)N2CCN(C(=O)C3CCN(C(C)=O)CC3)CC2)cc1	-2%[76.3 µM]
CC(=O)C(C(C)=O)C(c1ccccc1)c1nc2ccccc2[nH]c1=O (stereo not given)	-14%
COc1ccc(NC(=O)CCn2nc(-c3ccc(Cl)cc3)c3ccccc3c2=O)cc1	13%[76.3 µM]
Fc1cccc(Cl)c1CNCc1cccnc1	-4%[76.3 µM]
CCn1cc(C(=O)NCc2ccc(OC)cc2)c(=O)c2ccc(C)nc21	19%[76.3 µM]
COc1cc(C(C[N+](=O)[O-])c2c(C)cc3ccccn23)ccc1O (stereo not given)	?
Cc1ccc(OCC(=O)N(Cc2ccco2)C2CCS(=O)(=O)C2)cc1 (stereo not given)	0%&-6%[76.3 µM]
COc1ccc(CCNC(=O)C(=O)NCC2OCCN2S(=O)(=O)c2ccccc2)cc1OC (stereo not given)	15%[76.3 µM]

Entries listed so far with an aryl thioether with sulfur outside any ring (2):
SMILES	GAA glycogen mod
CCc1ccccc1NC(=O)CSc1n[nH]c(-c2cccnc2)n1	-9%
COc1ccc(NC(C)=O)cc1NC(=O)CSc1nnc(C2CCCCC2)n1N	1%[76.3 µM]

Later entries
SMILES	GAA glycogen mod
CCOC(=O)N1CCN(S(=O)(=O)c2cn(C)c(=O)n(C)c2=O)CC1	1%[76.3 µM]
Cc1cc(NC(=O)Nc2cccc(Cl)c2)n(C(C)(C)C)n1	1%
Cc1cccc(Cn2c(C)c(CNC3CCCCC3)c(C(=O)O)c2C)c1	-4%[76.3 µM]
Nc1cc(=O)[nH]c(SCc2cccc3ccccc23)n1	-1%
CC1(c2ccc(OC(F)F)cc2)NC(=O)N(CC(=O)Nc2ccc(F)cc2)C1=O (stereo not given)	3%
COc1ccc(-c2noc(N3CCC(C(=O)Nc4ccccc4OC)CC3)n2)cc1	10%[76.3 µM]
CCc1ccc(-n2nc(CO)c(C(=O)NC(C)c3ccc(Cl)cc3)n2)cc1 (stereo not given)	-9%[76.3 µM]
CCOC(=O)c1[nH]c2ccccc2c1NC(=O)c1ccc(OCC)cc1	11%[76.3 µM]
COc1ccccc1NC(=O)NNC(=O)c1ccc2ccccc2c1O	?
CCc1ccc(OC(C)C(=O)Nc2ccc(S(=O)(=O)Nc3nccs3)cc2)cc1 (stereo not given)	-26%
CCCc1ccc(OCC(O)CN2CCCC2)cc1 (stereo not given)	1%[76.3 µM]
CCn1c(=O)n(-c2ccc3c(c2)OCO3)c2nc(-c3cc(OC)ccc3OC)nc(C(N)=O)c21	-5%[76.3 µM]
COc1cccc(-c2c(C(=O)N/N=C(\C)c3ccncc3)nnn2-c2nonc2N)c1	0%[76.3 µM]
Cc1nc2sc(C)c(C)n2c(=O)c1S(=O)(=O)NCCc1ccc(Cl)cc1	?
COc1ccc(CCNC(=O)c2cc3c(s2)-c2ccccc2OC3)cc1OC	14%[76.3 µM]
CCOc1ccc(S(=O)(=O)c2cn(Cc3ccccc3)c3ccc(OCC)cc3c2=O)cc1	11%[76.3 µM]
CC(C)CNS(=O)(=O)c1cc2c3c(c1)CC(=O)N3CCC2	-16%
Cc1ccc(C(=O)Oc2ccc(C(=S)N3CCOCC3)cc2)cc1	-10%
CC1CCCN(CCCN2C(=O)C3C(C(=O)Nc4ccc(Cl)cc4)C4C=CC3(O4)C2C(=O)NC2CCCCC2)C1 (stereo not given)	-2%[76.3 µM]
COC(=O)Cn1c(=O)c2cccn2c2cccnc21	-8%[76.3 µM]
Cc1ccc(CCNC(=O)C(C)n2nc(C)c3c(C)n(-c4ccccc4)nc3c2=O)cc1 (stereo not given)	-7%[76.3 µM]
Nc1ccc(C(=O)N/N=C/c2cccc(Oc3ccccc3)c2)cc1	2%[76.3 µM]
COc1ccccc1NC(=O)c1sc2ncn(CC(=O)Nc3ccccc3)c(=O)c2c1C	-5%
CCn1cc(C(=O)NCc2ccc(C)cc2)c(=O)c2cc(S(=O)(=O)N(C)C)ccc21	1%

Reprinted from the part before: 2 compounds; new compounds follow.
SMILES	GAA glycogen mod
COc1ccccc1NC(=O)c1sc2ncn(CC(=O)Nc3ccccc3)c(=O)c2c1C	-5%
CCn1cc(C(=O)NCc2ccc(C)cc2)c(=O)c2cc(S(=O)(=O)N(C)C)ccc21	1%
CCc1ccccc1NC(=O)Cn1c(=O)n(CC2CCC(C(=O)NCCc3ccccc3)CC2)c(=O)c2ccccc21 (stereo not given)	9%[76.3 µM]
COc1ccc(N2CCN(C(=O)c3cc(=O)c4cc(C)cc(C)c4o3)CC2)cc1	5%
CCOC(=O)C1CCCN(Cc2cn3c(-c4cccc(Br)c4)nnc3s2)C1 (stereo not given)	7%[76.3 µM]
Cc1nn(C)c(NC(=O)c2ccccc2Cl)c1Br	0%
Cc1ccc(C(c2cccc(Br)c2)c2c(C)[nH]c3ccccc23)s1 (stereo not given)	-9%[76.3 µM]
CCCCN(C(=O)c1cccc(S(=O)(=O)N2CC(C)OC(C)C2)c1)c1c(N)n(CC(C)C)c(=O)[nH]c1=O (stereo not given)	1%[76.3 µM]
CC(C)CN1C(=O)c2ccc(C(=O)Nc3ccccc3C(=O)O)cc2C1=O	-9%
Cc1ccc(C)c(C(=O)c2c(N)c(-c3nc(-c4ccc5c(c4)OCO5)cs3)c3ccccn23)c1	-2%[76.3 µM]
COc1cc(OC)c(OC)cc1/C=C(\C#N)C(=O)NCc1cccs1	1%[76.3 µM]
C[C@H](NC(=O)c1ccco1)C(=O)N1CCCC1	2%
CCOc1ccc(S(=O)(=O)Nc2ccc3c(c2)OCO3)cc1	0%[76.3 µM]
COc1ccccc1N1CCN(CC(O)COc2ccc(C)cc2C(C)(C)C)CC1 (stereo not given)	-14%[76.3 µM]

Of the compounds above, seven have an NH in an aromatic ring.
SMILES	GAA glycogen mod
CCc1ccccc1NC(=O)CSc1n[nH]c(-c2cccnc2)n1	-9%
CCOC(=O)c1ccc(N2C(=O)c3n[nH]c(-c4cccs4)c3C2c2ccc(CC)cc2)cc1 (stereo not given)	-14%[76.3 µM]
CC(=O)C(C(C)=O)C(c1ccccc1)c1nc2ccccc2[nH]c1=O (stereo not given)	-14%
Nc1cc(=O)[nH]c(SCc2cccc3ccccc23)n1	-1%
CCOC(=O)c1[nH]c2ccccc2c1NC(=O)c1ccc(OCC)cc1	11%[76.3 µM]
Cc1ccc(C(c2cccc(Br)c2)c2c(C)[nH]c3ccccc23)s1 (stereo not given)	-9%[76.3 µM]
CCCCN(C(=O)c1cccc(S(=O)(=O)N2CC(C)OC(C)C2)c1)c1c(N)n(CC(C)C)c(=O)[nH]c1=O (stereo not given)	1%[76.3 µM]

Later entries:
SMILES	GAA glycogen mod
O=C(COc1ccc(Cl)cc1)NCCNC(=O)c1cnccn1	-1%
CCCN(CC(=O)Nc1ccccc1C)C(=O)c1ccc(S(=O)(=O)N2CCCCC2)cc1	4%[76.3 µM]
COC(=O)C1CCN(C(=O)c2ccc3nc(-c4cccc(OC)c4)oc3c2)CC1	-1%[76.3 µM]
COCC(C)NC(=O)CSc1nc2ccccc2c(=O)n1CCc1ccc(S(N)(=O)=O)cc1 (stereo not given)	-5%[76.3 µM]
COc1ccc(-c2cc(C(F)(F)F)nc(SCC(=O)N3CCCCC3C)n2)cc1OC (stereo not given)	-7%[76.3 µM]
COc1ccc(-c2sc3ccccc3c2C#CCO)cc1	-5%[76.3 µM]
COc1cccc(-c2nc(CS(=O)(=O)CC(=O)NCCCN3CCOCC3)c(C)o2)c1	2%[76.3 µM]
Cc1ccc(C23CC4CC(CC(C(=O)NC(C)C(N)=O)(C4)C2)C3)cc1 (stereo not given)	0%[76.3 µM]
Cc1ccc(N2CCN(C(=O)c3cccs3)CC2)c(C)c1	-8%[76.3 µM]
Cc1cccc(NS(=O)(=O)c2nnc(NC(=O)c3ccccc3F)s2)c1	18%[76.3 µM]
CCN(CC)c1sc(S(=O)(=O)c2ccccc2)nc1S(=O)(=O)c1ccc(C)cc1	-10%[76.3 µM]
Cc1ccc(NC(=O)C2CCN(S(=O)(=O)c3c(C)nn(C)c3C)CC2)c(Cl)c1	1%[76.3 µM]
CCn1c(=O)cc(SCC(=O)NCCc2ccc(OC)cc2OC)c2ccccc21	-2%[76.3 µM]
Cc1ccc(C)c(NC(=O)CN(C)S(=O)(=O)c2ccc3c(c2)CCC(=O)N3)c1	-1%[76.3 µM]
O=C1CCC(C(=O)N2CCSCC2)CN1Cc1cccc(C(F)(F)F)c1 (stereo not given)	-1%[76.3 µM]
Cc1cccc(C(=O)Nc2cccc(C(=O)Nc3cc(C)ccn3)c2)c1	-4%[76.3 µM]
CC1CCN(S(=O)(=O)c2ccc3c(c2)N(C)C(=O)CC(=O)N3C)CC1	-4%&-6%[76.3 µM]
Nc1ccccc1SCC(O)Cn1ccc2ccccc21 (stereo not given)	-5%
Cc1ccc(-c2nc(S(=O)(=O)c3ccc(C)cc3)c(N3CCOCC3)o2)cc1	2%
COc1cccc(C(=O)O/N=C(\N)c2ccccn2)c1	13%[76.3 µM]
O=C(CCc1nnc(Cc2cccc(C(F)(F)F)c2)o1)NCCc1ccccc1F	-4%[76.3 µM]
Clc1ccc(CN2CCSCC2)c(Cl)c1	-5%[76.3 µM]
CCOC(=O)c1c(Nc2cccc(O)c2)nnc(-c2ccccc2)c1-c1ccccc1	7%[76.3 µM]
Cc1ccccc1S(=O)Cc1ccc(C(=O)NCc2ccccc2Cl)o1 (stereo not given)	13%[76.3 µM]
COc1cccc(NS(=O)(=O)c2ccc3[nH]cc(C(=O)N4CCCCCC4)c(=O)c3c2)c1	-23%[76.3 µM]
CCCC(=O)N(Cc1cc(=O)[nH]c2ccccc12)c1ccccc1C	-6%
CC(C)c1ccc(NC(=O)Cn2c(=O)oc3ccccc32)cc1	-1%
CCc1cc(=O)oc2cc(OC3CCCCC3=O)ccc12 (stereo not given)	-2%
C[n+]1ccccc1/C=C/c1c(F)cccc1F	-15%[76.3 µM]
CCC(CC)N1CCN(S(=O)(=O)c2ccc(OC)cc2)CC1	11%[76.3 µM]
COc1ccc(NC(=O)CSc2ccc(-c3sc(C)nc3C)nn2)cc1OC	-7%[76.3 µM]
CCc1nn(CC(=O)N2CCN(c3cccc(C(F)(F)F)c3)CC2)c(=O)c2cccn12	-10%[76.3 µM]
CCn1cc2nc(SCC(=O)Nc3cc(OC)ccc3OC)n(Cc3ccc(Cl)cc3)c(=O)c2n1	-10%[76.3 µM]
Cc1ccc(CCNS(=O)(=O)c2ccc3c(c2)CCN3C(=O)CCC(=O)O)cc1	-5%[76.3 µM]
O=C1Nc2cc(C(F)(F)F)ccc2N2CCCCC12 (stereo not given)	-6%
O=C(CN1C(=O)COc2ccc(S(=O)(=O)N3CCCC3)cc21)Nc1cccc(F)c1	1%[76.3 µM]
O=C(Nc1ccc2c(c1)OCCO2)C1CC(c2ccc(F)cc2)=NO1 (stereo not given)	1%
COc1ccc(C(=S)N2CCOCC2)cc1OC(=O)c1ccc([N+](=O)[O-])cc1	2%[76.3 µM]
CN(C)S(=O)(=O)N1CCC(Oc2cccc(C(=O)N3CCCCCC3)c2)CC1	-9%[76.3 µM]
Cc1ccc(NS(=O)(=O)c2ccc(C(=O)N3CCCCCCC3)cc2)cc1	6%[76.3 µM]
CCOc1ccc(NC(=O)CCN2C(=O)c3cccc([N+](=O)[O-])c3C2=O)cc1	3%[76.3 µM]
O=C(Nc1cccc(C(F)(F)F)c1)c1noc2c1CCc1ccccc1-2	-8%[76.3 µM]
COc1cccc(-c2nc(CS(=O)(=O)CC(=O)NC3CC3)c(C)o2)c1	-13%[76.3 µM]
Cn1cc(CCC(=O)NCCCc2ccccc2)c2ccccc21	-1%
COc1ccccc1/C=C/c1nc(C#N)c(N2CCN(C)CC2)o1	-3%[76.3 µM]
CCOc1ccc(C(=O)N2CCN(CCc3ccccc3)CC2)cc1OCC	10%[76.3 µM]
COCCn1c(SCC(=O)NCc2ccc(OC)c(OC)c2)nc2ccccc21	6%
